TRHR ag = qHTS for Small Molecule Agonists and Allosteric Enhancers of Human TRH Receptor: Primary Screen for Agonists | Thyrotropin-releasing hormone receptor (Homo sapiens), P34981 | hit rate 0.18% among 360,000 | TRHR cells, calcium flux fluo-8, FDSS agonist mode | activation, % at 2 µM; in the data active = activation above about 30%; note: 0% is about no effect
Target sequence (P34981 whole entry, looked up): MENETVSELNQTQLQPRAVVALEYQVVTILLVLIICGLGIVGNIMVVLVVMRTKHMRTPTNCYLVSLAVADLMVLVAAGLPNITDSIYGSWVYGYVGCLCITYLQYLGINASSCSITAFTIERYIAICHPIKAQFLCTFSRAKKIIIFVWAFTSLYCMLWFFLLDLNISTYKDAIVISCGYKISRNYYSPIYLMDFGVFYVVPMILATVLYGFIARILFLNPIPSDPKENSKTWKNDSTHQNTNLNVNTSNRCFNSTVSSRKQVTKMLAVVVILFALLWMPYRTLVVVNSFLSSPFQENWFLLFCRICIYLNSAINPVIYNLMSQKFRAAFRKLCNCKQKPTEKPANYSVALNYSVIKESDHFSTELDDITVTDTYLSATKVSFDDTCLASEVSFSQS
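Steps: seed TRHR cells overnight; add fluo-8 no-wash Ca dye, RT 30 min–1.5 h; record 10 s baseline; pin-transfer compounds; monitor fluorescence 1 cycle/s for the agonist window. Calcium increases flag candidate agonists.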
TRHR PAM = qHTS for Small Molecule Agonists and Allosteric Enhancers of Human TRH Receptor: Primary Screen for Enhancers. Thyrotropin-releasing hormone receptor (Homo sapiens), P34981. enhancement, % at 2 µM. TRHR cells, fluo-8 calcium fluorescence, EC20 TRH enhancement. hit rate 0.66% among 360,000; in the data active = enhancement above about 30%; note: 0% is about no effect
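Enhancer read-out: after compound pinning and an initial kinetic agonist-mode read, an EC20 of TRH (10 nM final) was injected and fluo-8 calcium signal (Ex 480/Em 530) followed at 1 s/cycle for 100 cycles in TRHR-expressing cells.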
RXFP1 ag = qHTS Assay for Agonists of the Relaxin Receptor RXFP1 | Relaxin receptor 1 (Homo sapiens), Q9HBX9 | HEK293T-RXFP1 cAMP TR-FRET, 30 min; response scale: percent of porcine relaxin response, buffer zero | Potency, µM (doses to about 57.5 µM), for inactives: top-dose activation, usual class: activators | hit rate 0.3% among 370,000; note: potency is the fitted concentration of half-maximal effect; % is set by controls: 0 for no effect and ±100 for the full control effect; nearly all actives have a fitted effect of over 60% in size; many of its hits are not listed in these tables
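HEK293T cells stably expressing RXFP1 were pretreated with the PDE4 inhibitor Ro 20174, exposed to compounds for 30 min at 37C, lysed, and cAMP was read by TR-FRET. Data normalized to buffer (basal) and 29 nM porcine relaxin (100%).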
D1 ag = Allosteric Agonists of the Human D1 Dopamine Receptor: qHTS; hit rate 1% among 360,000; activation, % at 2 µM; D(1A) dopamine receptor (Homo sapiens), P21728; HEK293 T-REx D1 cells, calcium flux, agonist mode; in the data active = activation above about 30%; note: 0% is about no effect
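Agonism was scored from calcium flux recorded over 180 s (1 read/s) after pintool compound addition, following a 10-cycle baseline. Cells were inducible force-coupled HEK293 TREx D1, plated overnight at 30 C and loaded with no-wash calcium dye.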
RXFP1 antagonist = qHTS Assay for Antagonists of the Relaxin Receptor RXFP1; Relaxin receptor 1 (Homo sapiens), Q9HBX9; HEK293-RXFP1, relaxin-stimulated cAMP HTRF, 30 min; stronger effect = lower value; activity change, negative = inhibition, % at 57.5 µM; hit rate 0.59% among 350,000; AID 1259400, 2018;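 active = activity change of -60% or lower, but not beyond a set lower limit; inconclusive = change between -60% and -40%, or beyond the set limit; inactive = change above -40%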; note: % is set by controls: 0 for no effect and ±100 for the full control effect
D1 antag = Antagonist of Human D 1 Dopamine Receptor: qHTS | D(1A) dopamine receptor (Homo sapiens), P21728 | HEK293 TREx D1 cells, calcium flux, dopamine EC80; stronger effect = lower value | activity change, negative = inhibition, % at 10 µM | hit rate 3.2% among 360,000 | AID 504652, 2011; in the data active = activity change below about -30%; note: % is set by controls: 0 for no effect and ±100 for the full control effect
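Allosteric or orthosteric antagonism assessed as attenuation of the calcium response to EC80 dopamine, added 180 s after compound, in induced HEK293 Trex D1 cells loaded with no-wash calcium dye.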
Anesthetic bind = qHTS Assay for Identification of Novel General Anesthetics; hit rate 0.074% among 350,000; Ferritin light chain (Equus caballus), P02791; apoferritin/1-aminoanthracene competitive binding, fluorescence; Potency, µM (series often up to 77.5 µM), without a hit: at the highest dose activity change, negative = displacement, actives largely listed as inhibitors; note: potency is the fitted concentration of half-maximal effect; % is set by controls: 0 for no effect and ±100 for the full control effect; nearly all actives have a fitted effect of over 20% in size
Target sequence (P02791 2-175 limits assumed): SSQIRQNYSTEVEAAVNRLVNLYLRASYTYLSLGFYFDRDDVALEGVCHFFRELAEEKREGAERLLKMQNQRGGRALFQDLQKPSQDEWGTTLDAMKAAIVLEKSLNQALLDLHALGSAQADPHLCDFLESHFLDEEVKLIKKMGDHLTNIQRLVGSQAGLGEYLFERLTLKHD
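Horse-spleen apoferritin (10 uM) was mixed with 50% saturated 1-aminoanthracene in PBS, exposed to compounds for 10 min at room temperature, and read for fluorescence (ex 380 nm, em 535 nm). Competitive displacement was fitted with a four-parameter Hill equation.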
D2 potentiator = HTS Assay for Positive Allosteric Modulators of the Human D2 Dopamine Receptor: Primary Screen for Potentiators; HEK293 T-REx D2, calcium flux, EC20 dopamine potentiation; hit rate 0.34% among 340,000; AID 485347, 2010; potentiation, % at 10 µM;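 active = potentiation over 3 SD above the plate norm, cut at about 30% in these data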; note: 0% is about no effect
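Potentiation of an EC20 dopamine calcium response is measured in a force-coupled, tetracycline-inducible Hek293 Trex D2 line. Compound-only kinetic reads over 180 s flag agonists before dopamine addition.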
D1 PAM = Potentiators of Human D1 Dopamine Receptor: qHTS | D(1A) dopamine receptor (Homo sapiens), P21728 | HEK293 TREx D1 cells, calcium flux, dopamine EC20 potentiation | potentiation, % at 10 µM | hit rate 0.036% among 360,000; in the data active = potentiation above about 30%; note: 0% is about no effect
* hit, by the source's call; ? = inconclusive; nt = no result given. Unless noted, calls come from the whole dose curve; as a rule, active = well fitted curve in the direction sought with a large enough effect; inconclusive = small, poorly fitted or top-dose-only effect, or another doubt; inactive = no such curve, though single readings can be large; an effect the other way counts as inactive or inconclusive. An excerpt; the hit share may differ from the screen's.

SMILES	TRHR ag	TRHR PAM	RXFP1 ag	D1 ag	RXFP1 antagonist	D1 antag	Anesthetic bind	D2 potentiator	D1 PAM
CC(=O)Nc1ccc(-c2nnn(CC(=O)c3ccc(F)cc3)n2)cc1Cl	-0.2	1	1.0%	2	-3	-2	0%	-14	2
Cc1ccc(-c2ccc(=O)n(CC(=O)NCC3COCCO3)n2)cc1 (centres undefined)	-0.1	-2	-1.4%	1	-18	28	?	-22	5
CC(C)CCNC(=O)CN(Cc1ccc(F)cc1)C(=O)CCC(=O)Nc1ccccn1	1.0	-3	2.8%	2	8	-18	-1%	-7	-1
Cc1nc(S/C(=C\c2ccc(-c3ccc(C(=O)O)c(Cl)c3)o2)C(=O)O)n[nH]1	2.0	-11	1.5%	28	6	-4	-9%	-2	2
COc1ccc(OC)c(NC(=O)c2nnn(Cc3ccc(Br)cc3F)c2N)c1	6.6	17	1.2%	5	-4	39	-14%	-2	0
COc1ccc(OC)c(CN2CCN(Cc3cccc4ccccc34)CC2)c1	-0.1	4	0.8%	2	-22	-67*	-9%	-31	-15
Cc1ccc(-n2c(SCC(=O)NCCN3C(=O)CSC3=O)nnc2-c2ccccc2)cc1	-0.1	-1	-0.9%	2	-11	-6	-8%	9	10
O=C1c2ccccc2C(=O)N1CCc1csc(NNc2nc(CCN3C(=O)c4ccccc4C3=O)cs2)n1	-0.4	1	1.0%	2	-5	-1	-5%	nt	-3
O=C(OCC(=O)N(c1ccccc1)C1CCCCC1)c1ccc(CO)cc1	0.0	-5	0.0%	3	-12	-10	nt	8	-2
Cc1cccc(OC(C)C(=O)N/N=C\c2ccncc2)c1 (centres undefined)	-1.7	-2	-0.1%	5	6	15	-8%	4	-1
COc1ccc(C)cc1-n1cnc2cc(C(=O)NC3CCCCCC3)ccc21	-0.6	-1	-1.2%	3	-32	0	-16%	-6	-9
COCCCNC(=S)N(Cc1ccccc1)Cc1ccc(F)cc1	0.2	-13	0.3%	5	-2	-15	-11%	-14	0
CCOC(=O)[C@@H]1[C@H]2COc3ccc(Br)cc3[C@@H]2N2C(=O)N(c3ccc(OC)cc3)C(=O)[C@]12C	-0.3	0	-2.6%	2	nt	8	-6%	7	-1
COc1ccc(-c2ccc(N(C)C)cc2)cc1[C@H]1[C@H]2C=CC[C@@H](C)[C@@H]2C(=O)N1Cc1ccccc1	0.4	-1	-1.2%	7	nt	23	-11%	nt	0
Cc1c(Cl)cccc1NC(=O)C1NC(=O)CC1c1ccccc1 (centres undefined)	0.8	15	0.3%	6	18	-29	-9%	0	nt
O=C1CC(N2CCN(c3ccccn3)CC2)C(=O)N1c1ccc(Cl)cc1 (centres undefined)	1.2	6	-0.1%	2	5	6	-7%	-4	-2
Cc1cc(C)c(NC(=O)CCCn2c(=O)oc3ccccc32)c(C)c1	-0.1	-7	1.6%	0	6	-21	nt	4	-3
O=C1NC(=O)c2cc(Br)cc3cccc1c23	1.3	22	13%	1	-19	2	-7%	1	-4
CC(OC(=O)CCNS(=O)(=O)c1cccs1)C(=O)Nc1ccc(S(N)(=O)=O)cc1 (centres undefined)	0.2	-7	-0.7%	2	-2	-4	nt	-11	0
O=C(NCCn1cc(SCc2ccccc2)c2ccccc21)c1ccccc1F	0.0	4	1.5%	-1	-22	-9	8%	2	-5
c1ccc(-c2cn(-c3ccccc3)c3ncnc(NCCCN4CCOCC4)c23)cc1	1.6	-4	1.9%	1	-9	19	-14%	-14	-10
C=CCn1c(Cc2nc3ccccc3[nH]2)n[nH]c1=S	-0.3	2	0.6%	2	8	-14	3%	-2	-4
Cc1ccc(-c2nnn(CC(=O)N(CC(=O)NC3CCCC3)c3ccc(F)cc3)n2)o1	-0.2	4	-1.1%	1	-10	2	-14%	7	0
COC(=O)c1ccc(C2/C(=C(\O)c3ccc4c(c3)OCCO4)C(=O)C(=O)N2c2nnc(C)s2)cc1 (centres undefined)	1.3	2	?	7	-1	6	6%	0	-4
Cc1ccccc1CC1(CO)CCCN(Cc2cn[nH]c2-c2ccccc2)C1 (centres undefined)	2.2	0	-3.6%	6	-6	-6	-9%	-10	-2
O=C1CN(C(=O)c2ccc(Br)o2)C(c2ccc(F)cc2)c2cc(Cl)ccc2N1 (centres undefined)	-0.9	3	2.8%	5	-9	1	-21%	1	1
COc1cc(/C=C(\C#N)c2ccccn2)ccc1OCc1ccccc1	-0.6	0	-1.1%	25	-13	-6	7%	3	-4

A second format for 3 compounds above.
canonical_smiles,TRHR ag,TRHR PAM,RXFP1 ag,D1 ag,RXFP1 antagonist,D1 antag,Anesthetic bind,D2 potentiator,D1 PAM
O=C(NCCn1cc(SCc2ccccc2)c2ccccc21)c1ccccc1F,0.0,4,1.5%,-1,-22,-9,8%,2,-5
CC(OC(=O)CCNS(=O)(=O)c1cccs1)C(=O)Nc1ccc(S(N)(=O)=O)cc1 (centres undefined),0.2,-7,-0.7%,2,-2,-4,nt,-11,0
Cc1cccc(OC(C)C(=O)N/N=C\c2ccncc2)c1 (centres undefined),-1.7,-2,-0.1%,5,6,15,-8%,4,-1

D1 antag: entries above that show a hit
canonical_smiles	TRHR PAM	D1 ag	RXFP1 antagonist	D1 antag	Anesthetic bind	D2 potentiator	D1 PAM
COc1ccc(OC)c(CN2CCN(Cc3cccc4ccccc34)CC2)c1	4	2	-22	-67*	-9%	-31	-15

A section taken from the entries so far:
SMILES	TRHR ag	TRHR PAM	RXFP1 ag	D1 ag	RXFP1 antagonist	D1 antag	Anesthetic bind	D2 potentiator	D1 PAM
C=CCn1c(Cc2nc3ccccc3[nH]2)n[nH]c1=S	-0.3	2	0.6%	2	8	-14	3%	-2	-4
Cc1ccc(-c2nnn(CC(=O)N(CC(=O)NC3CCCC3)c3ccc(F)cc3)n2)o1	-0.2	4	-1.1%	1	-10	2	-14%	7	0
COC(=O)c1ccc(C2/C(=C(\O)c3ccc4c(c3)OCCO4)C(=O)C(=O)N2c2nnc(C)s2)cc1 (centres undefined)	1.3	2	?	7	-1	6	6%	0	-4
